AHR activator – AHR activators, primary screen, cell-based, luminescence, luciferase reporter, human; AHR-responsive luciferase reporter cells; AID 2796, 2010; 320,000 compounds, 2.5% hits; activation, % at 5 µM; in the data active = activation above about 47%;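 also: 0% = vehicle wells and 100% = reference agonist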
Target sequence (P35869 whole entry, looked up): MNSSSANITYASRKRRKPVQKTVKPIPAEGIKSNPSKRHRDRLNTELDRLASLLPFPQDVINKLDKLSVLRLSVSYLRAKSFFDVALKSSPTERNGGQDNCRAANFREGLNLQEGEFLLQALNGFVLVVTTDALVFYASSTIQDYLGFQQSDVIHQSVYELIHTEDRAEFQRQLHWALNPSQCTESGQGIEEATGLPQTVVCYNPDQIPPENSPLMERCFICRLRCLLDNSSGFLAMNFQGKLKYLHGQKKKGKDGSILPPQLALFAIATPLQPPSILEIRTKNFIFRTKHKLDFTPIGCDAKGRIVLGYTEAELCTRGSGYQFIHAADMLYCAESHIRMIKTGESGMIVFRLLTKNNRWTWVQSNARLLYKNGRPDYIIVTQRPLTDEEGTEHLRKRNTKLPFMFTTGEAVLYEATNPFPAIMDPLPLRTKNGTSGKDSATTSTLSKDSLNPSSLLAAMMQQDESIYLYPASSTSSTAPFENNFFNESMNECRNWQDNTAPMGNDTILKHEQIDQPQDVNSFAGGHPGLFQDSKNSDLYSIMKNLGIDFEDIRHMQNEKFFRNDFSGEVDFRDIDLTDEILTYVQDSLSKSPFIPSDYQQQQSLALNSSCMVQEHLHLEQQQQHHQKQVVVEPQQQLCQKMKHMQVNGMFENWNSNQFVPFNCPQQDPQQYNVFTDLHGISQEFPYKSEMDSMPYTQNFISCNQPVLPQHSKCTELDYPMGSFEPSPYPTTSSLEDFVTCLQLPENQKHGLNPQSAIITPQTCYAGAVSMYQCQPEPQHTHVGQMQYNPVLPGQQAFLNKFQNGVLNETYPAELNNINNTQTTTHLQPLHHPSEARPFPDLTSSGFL
CIT2 TOR yeast – modulators of CIT2-GFP expression in yeast, primary screen, S. cerevisiae, GFP fusion, multiplex flow cytometry, MLPCN library. S. cerevisiae CIT2-GFP strain, 3 h; 100 means same as DMSO wells. GFP response vs DMSO, % at 10 µM. 320,000 compounds, 0.065% hits. AID 2029, 2009;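 active = GFP response relative to DMSO above a set limit, near the screen mean plus 3 SD, cut at about 150% in these data; inconclusive = Fewer than 70 cells measured for a yeast strain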;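 also: ratio of well median GFP fluorescence to mean of DMSO wells on the plate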
Efflux pump inh – inhibitors of Candida efflux pumps in yeast, primary screen, S. cerevisiae, Nile Red, multiplex. 330,000 compounds, 0.44% hits. inhibition, % at 10 µM. AID 485275, 2010. S. cerevisiae Candida pump triplex;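 active = plate passing quality check with inhibition over a set limit, or well fluorescence over plate mean plus 4 SD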;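 also: Nile Red retained in pooled yeast measured as flow cytometry median fluorescence; 0% = buffer negative control and 100% = Enniatin B positive control; higher means more Nile Red kept so more efflux inhibition; some compounds called inactive have numbers as strong as hits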
AGP1-GFP MLPCN – modulators of AGP1-GFP expression in yeast TOR pathway, primary screen, cell-based, multiplex flow cytometry, S. cerevisiae, MLPCN library; 3 h; GFP as percent of DMSO wells; GFP response vs DMSO, % at 10 µM; 320,000 compounds, 0.02% hits;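 active = GFP response relative to DMSO above a set limit, near screen average plus 3 SD, cut at about 150% in these data; inconclusive = fewer than 70 cells counted for the yeast strain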;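 also: median GFP channel fluorescence of the gated AGP1 strain per well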
RPL19A-GFP yeast – RPL19A-GFP expression modulators in yeast, primary screen, cell-based, S. cerevisiae, multiplex flow cytometry, MLPCN; S. cerevisiae RPL19A-GFP strain, 3 h; hits give low values; percent response vs DMSO, % at 10 µM; 330,000 compounds, 0.3% hits; AID 2025, 2009;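 active = percent response vs DMSO below 50%; inconclusive = fewer than 70 events counted for the yeast strain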;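 also: median channel GFP fluorescence of the barcoded RPL19A-GFP strain; ratio of sample median GFP to plate DMSO average so 100% = DMSO; lower means less RPL19A-GFP as with rapamycin TOR inhibition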
MEP2-GFP yeast – modulators of MEP2-GFP levels in yeast, primary screen, S. cerevisiae, multiplex flow cytometry, MLPCN library; S. cerevisiae MEP2-GFP strain, 3 h; 100% = DMSO control level; GFP response vs DMSO, % at 10 µM; 330,000 compounds, 0.51% hits;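 active = GFP response versus DMSO above a set limit, roughly screen mean plus 3 SD, cut at about 180% in these data; inconclusive = fewer than 70 cells counted for a yeast strain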;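 also: median GFP fluorescence of the barcode-gated MEP2-GFP cells per well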
CR mimetic SO – reduction of superoxide in aged yeast, primary screen, HTS; S. cerevisiae aged cells, superoxide DHE fluorescence; hits give low values; superoxide response (% of plate mean), % at 10 µM; 330,000 compounds, 0.18% hits; AID 2690, 2010;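 active = superoxide response under a set limit, about three screen SD below normal, cut at about 65% in these data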;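 also: yeast aged for seven days with compound at 30 °C before DHE staining; 100% = average MFI of all compound-treated wells on the plate with controls excluded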
LAP4 TOR yeast – modulators of LAP4-GFP expression in yeast, primary screen, S. cerevisiae, multiplex flow cytometry, MLPCN library; 320,000 compounds, 0.34% hits; GFP response vs DMSO, % at 10 µM; 3 h; median GFP as percent of DMSO wells;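 active = GFP response vs DMSO above a set limit, about the screen mean plus 3 SD, cut at about 150% in these data; inconclusive = under 70 cell events counted for the yeast strain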
The depositor's hits bear a star; ? = inconclusive; · = no result given; & = joins results of further samples.

#	structure	RPL19A-GFP yeast	CIT2 TOR yeast	MEP2-GFP yeast	CR mimetic SO	AGP1-GFP MLPCN	AHR activator	Efflux pump inh	LAP4 TOR yeast
1	CCn1c(C)nc2c(C)[n+](CC(=O)c3ccc(Br)cc3)ccc21	106	110	106	100	104	42	0.2	96
2	O=C1NCCN/C1=C\C(=O)c1cccc(Br)c1	102	96	100	100	109	16	-0.1	112
3	COc1ccc(CCN(C)C2CCCN(S(=O)(=O)C(C)C)C2)cc1OC (stereo not drawn)	104	109	110	99	101	-2	0.2	98
4	NC(=O)CC(NC(=O)Cc1ccc(Br)cc1)c1ccc(N2CCC(N3CCCCC3)CC2)c([N+](=O)[O-])c1 (stereo not drawn)	100	102	102	96	103	-2	-0.1	98
5	CN(c1cccc(NC(=O)CN(c2cccc(Cl)c2)S(=O)(=O)c2ccccc2)c1)S(C)(=O)=O	94	89	97	112	94	1	0.3	94
6	COc1cccc(-c2cc(C(=O)NCCCN3CCOCC3)no2)c1	101	106	106	94	109	2	-0.1	105
7	Cc1ccc(OCCn2ccnc2)c([N+](=O)[O-])c1	104	109	108	97	104	36	0.0	95
8	COc1cccc(-n2c(SCC(=O)NC3CCCC3)nnc2-c2ccco2)c1	105	97	105	91	101	2	0.5	105
9	O=C(COc1cc(Cl)c(Cl)cc1Cl)Nn1cnnc1	93	91	93	98	99	3	-0.1	104
10	CCOc1c2c(nc3ccc(Cl)cc13)CCC2	99	100	107	92	101	3	-0.1	103
11	CC(C)c1c(C(=O)N/N=C/c2ccc(C(F)(F)F)cc2)nnn1-c1nonc1N	99	97	109	96	94	0	0.2	102
12	CCOC(=O)c1ccccc1NC1c2ccccc2C(=O)N1c1cc(C)ccn1 (stereo not drawn)	108	95	99	108	101	4	0.2	96
13	Cc1cccc(NC(=O)N(Cc2cc3cc(C)ccc3[nH]c2=O)CC2COCCO2)c1 (stereo not drawn)	96	84	92	103	88	11	0.2	98
14	CCN(CCO)Cc1cc(=O)oc2cc3c(cc12)CCC3	103	104	98	112	103	3	0.0	100
15	CCCSc1nnc2n(C)c(=O)c3c4c(sc3n12)CCC4	99	99	93	97	92	78*	0.2	103
16	O=C(NCCCN1CCCC1=O)c1cccc(C(F)(F)F)c1	100	95	100	142	96	0	0.0	95
17	COc1ccccc1-n1c(CNC(=O)c2ccccc2)nnc1SCC(=O)Nc1nnc(C)s1	99	95	97	95	97	1	-0.1	102
18	O=C(CSc1nnnn1-c1cccnc1)Nc1cccc(Cl)c1	104	106	102	99	103	16	-0.2	99
19	COc1ccc2ccccc2c1CN1CCN(C(=O)c2ccco2)CC1	107	111	106	86	102	6	0.1	93
20	CC(C)(C)c1ccc(S(=O)(=O)NCCc2ccncc2)cc1	103	98	101	87	101	0	-0.2	102

#	structure	RPL19A-GFP yeast	CIT2 TOR yeast	MEP2-GFP yeast	CR mimetic SO	AGP1-GFP MLPCN	AHR activator	Efflux pump inh	LAP4 TOR yeast
21	Cn1cccc1C(=O)NC(=O)COC(=O)CCNS(=O)(=O)c1ccc(Cl)cc1	94	104	99	100	95	1	-0.1	96
22	Cc1nc2ccc(-n3ccc(=O)cc3)cc2s1	100	103	98	101	101	0	0.0	97
23	CC(C)(C)NC(=O)c1ccc2c(c1)N(CC(=O)N1CCN(c3ccccc3F)CC1)C(=O)C(C)(C)O2	101	96	98	103	101	2	0.2	101
24	Cc1ccc(NC(=O)COc2ccccc2C(=O)Nc2ccccc2)cc1Cl	106	110	107	83	106	8	-0.1	104
25	Cc1c(-c2n[nH]c(=S)n2-c2ccc(C(F)(F)F)cc2)nnn1-c1ccccc1	106	112	130	94	113	2	-0.2	112
26	NC(=O)COC(=O)/C=C/c1ccccc1[N+](=O)[O-]	98	100	94	101	103	-2	0.1	100
27	COc1ccccc1OCC#CCSc1ncccn1	97	92	?	86	?	7	-0.1	?
28	CCCCC(=O)Oc1c(S(=O)(=O)c2ccccc2)c(C)nn1C(C)(C)C	105	98	110	112	90	0	0.7	80
29	FC(F)(F)c1nc2ccccc2nc1N/N=C/c1ccc(Cl)cc1	96	103	102	86	99	39	-0.1	102
30	Cc1nc2ccc(Cl)cc2nc(C)/c1=N\O	98	106	102	98	99	58*	-0.2	134
31	O=C(NC1CCCCC1)c1cc(Cl)ccc1[N+](=O)[O-]	103	102	96	129	102	11	0.0	97
32	O=C(CSc1cccc2cccnc12)N1CCCC1	101	91	99	85	96	24	0.1	149
33	CCOc1ncccc1C(=O)Nc1nnc(C(CC)CC)s1	111	102	108	117	99	2	0.0	92
34	Cc1nccn1CC(O)COc1ccc([N+](=O)[O-])cc1 (stereo not drawn)	105	101	105	111	90	-1	0.2	88
35	NC(=S)N=Nc1c(O)n(CCCl)c2ccc(Cl)cc12	105	112	110	99	105	2	-0.1	100
36	O=C(Cn1cc(C(F)(F)F)cc(Cl)c1=O)NCCc1ccc(Cl)cc1Cl	100	80	93	111	105	1	-0.1	98
37	CCCCN(C(=O)CC1OC(=O)c2ccccc21)c1c(N)n(CCCC)c(=O)[nH]c1=O (stereo not drawn)	98	114	102	104	119	3	-0.1	111
38	NNc1nc2ccc(Cl)cc2s1	98	94	103	98	94	115*	-0.4	107
39	Cc1ccc2c(c1)cc(CN(Cc1ccc3c(c1)OCO3)C(=O)c1cnccn1)c1nnnn12	99	101	103	111	100	4	0.4	102
40	Cc1cc(NC(=O)CCC(=O)N(c2ccccc2)C2(C(=O)NC3CCCCC3)CCCC2)no1	106	106	98	108	103	1	0.1	97

#	structure	RPL19A-GFP yeast	CIT2 TOR yeast	MEP2-GFP yeast	CR mimetic SO	AGP1-GFP MLPCN	AHR activator	Efflux pump inh	LAP4 TOR yeast
41	COc1ccc(-c2cnc3nc(/N=C/N(C)C)nn3c2/N=C/N(C)C)cc1	101	107	112	93	106	1	-0.1	104
42	Cc1nc(NCCc2ccc(F)cc2)c(C#N)c(C)c1[N+](=O)[O-]	104	100	107	119	97	108*	-0.1	100
43	Cc1ccc(NC(=O)C2CC(=O)N/C(=N/N=C/c3ccco3)S2)cc1C (stereo not drawn)	102	112	116	92	100	2	-0.2	97
44	Cc1ccc(CNC(C)(C)CO)cc1	101	96	93	106	92	0	-0.2	82
45	O=S(=O)(c1ccc(NC(=S)Nc2ccc(OC(F)F)cc2)cc1)N1CCOCC1	103	102	111	94	106	0	-2.5	106
46	CCC(CC)NC(=O)c1cccc([N+](=O)[O-])c1C	97	80	93	92	90	-2	0.0	87
47	CCC(C)c1ccc(S(=O)(=O)N2CCN(C(=O)COc3ccc4c(C)cc(=O)oc4c3)CC2)cc1 (stereo not drawn)	99	102	101	110	100	1	-0.1	95
48	COc1ccc(C(C(=O)NC2CCCC2)N(Cc2cccnc2)C(=O)Cc2cccs2)c(OC)c1 (stereo not drawn)	101	98	101	92	100	-3	-0.1	99
49	COc1ccc(OC)c(CNC(=O)c2nn(C)c3c2CS(=O)(=O)c2ccccc2-3)c1	94	90	90	87	97	11	0.3	100
50	CC1(C)CC2(C)OC(=N)C1(C#N)C2(C#N)C#N (stereo not drawn)	99	97	107	104	103	-2	-0.2	107
51	O=C(Cc1ccccc1F)Nc1nc2ccccc2[nH]1	62	86	160	109	27	17	0.1	89
52	COc1ccc(CNC(=O)C2CCN(S(C)(=O)=O)CC2)cc1	101	98	108	103	111	-1	0.0	104
53	CC(C)/C=N\NC(=O)CCCCC(=O)N/N=C/C(C)C	102	107	100	95	104	25	-0.4	91
54	CCCCOC(=O)c1ccc(NC(=O)C(=O)NCc2ccccn2)cc1	96	85	99	93	96	2	0.2	115
55	Cc1cc(SCC(=O)c2cccs2)n2nc(C)c(-c3ccccc3)c2n1	105	109	116	105	108	8	-0.3	108
56	Cc1cc(C)c(C)c(S(=O)(=O)NCCCN2CCOCC2)c1C	98	·	93	110	96	2	0.3	91
57	COC(=O)C[N+](C)(C)C/C=C\c1ccccc1	96	97	93	98	107	-1	0.0	108
58	Cc1noc(C)c1COc1ccccc1C(=O)N1CCN(c2cccc(Cl)c2)CC1	99	93	101	123	102	-1	0.1	101
59	O=C(N/N=C/c1ccco1)c1ccc(NC(=O)c2ccccc2Cl)cc1	95	99	101	84	99	-2	0.0	98
60	Cc1ccc(NC(=O)Nn2cnnc2)c(C)c1	105	103	102	101	94	0	0.0	82

From compound 59 up to 60, copied from above:
#	structure	RPL19A-GFP yeast	CIT2 TOR yeast	MEP2-GFP yeast	CR mimetic SO	AGP1-GFP MLPCN	AHR activator	Efflux pump inh	LAP4 TOR yeast
59	O=C(N/N=C/c1ccco1)c1ccc(NC(=O)c2ccccc2Cl)cc1	95	99	101	84	99	-2	0.0	98
60	Cc1ccc(NC(=O)Nn2cnnc2)c(C)c1	105	103	102	101	94	0	0.0	82

Remaining list, next part:
#	structure	RPL19A-GFP yeast	CIT2 TOR yeast	MEP2-GFP yeast	CR mimetic SO	AGP1-GFP MLPCN	AHR activator	Efflux pump inh	LAP4 TOR yeast
61	O=C1C(=O)N(CCCO)C(c2ccc(Br)cc2)/C1=C(\O)c1ccc(Br)cc1 (stereo not drawn)	99	98	93	112	100	-2	-0.2	95
62	O=C(NC(=S)N1CCCC1)c1ccc(Cl)cc1Cl	107	108	106	112	110	9	-4.8	114
63	Nn1c(SCc2ccccc2F)nnc1-c1ccncc1	100	113	106	97	138	0	-0.1	136
64	CC(Oc1ccc2c(-c3ccccc3)cc(=O)oc2c1)C(=O)NCC1CCC(C(=O)O)CC1 (stereo not drawn)	100&104	102&98	113&114	93&115	104&108	0&1	-0.2&-0.1	106&118
65	CCNc1nc(N)nc(Oc2ccc(OCCOc3ccc(Cl)cc3Cl)nn2)n1	98	105	108	88	100	-1	0.0	105
66	O=S(=O)(c1ccccc1Cl)N1CCC(Cc2ccccc2)CC1	99	88	95	108	96	3	0.0	102

Structures from the list above containing an aryl thioether with sulfur outside any ring:
#	structure	RPL19A-GFP yeast	CIT2 TOR yeast	MEP2-GFP yeast	CR mimetic SO	AGP1-GFP MLPCN	AHR activator	Efflux pump inh	LAP4 TOR yeast
8	COc1cccc(-n2c(SCC(=O)NC3CCCC3)nnc2-c2ccco2)c1	105	97	105	91	101	2	0.5	105
15	CCCSc1nnc2n(C)c(=O)c3c4c(sc3n12)CCC4	99	99	93	97	92	78*	0.2	103
17	COc1ccccc1-n1c(CNC(=O)c2ccccc2)nnc1SCC(=O)Nc1nnc(C)s1	99	95	97	95	97	1	-0.1	102
18	O=C(CSc1nnnn1-c1cccnc1)Nc1cccc(Cl)c1	104	106	102	99	103	16	-0.2	99
27	COc1ccccc1OCC#CCSc1ncccn1	97	92	?	86	?	7	-0.1	?
32	O=C(CSc1cccc2cccnc12)N1CCCC1	101	91	99	85	96	24	0.1	149
55	Cc1cc(SCC(=O)c2cccs2)n2nc(C)c(-c3ccccc3)c2n1	105	109	116	105	108	8	-0.3	108
63	Nn1c(SCc2ccccc2F)nnc1-c1ccncc1	100	113	106	97	138	0	-0.1	136

Compound activity deposited in PubChem by several laboratories.

Random draw from the library; about 3.9% have a hit in one of these screens.
